RGS4 inhibitor: Inhibitors of Regulator of G Protein Signaling (RGS) 4: qHTS; Potency, µM (series often up to 114 µM), for the others: at the top dose activity change, negative = inhibition, actives largely listed as inhibitors; Transcreener GDP fluorescence polarization, RGS4-accelerated GTP hydrolysis; AID 504845, 2011; Regulator of G-protein signaling 4 (Homo sapiens), P49798; hit rate 0.039% among 390,000; further: potency means the concentration at half of the fitted maximal effect; on the % scale 0 is the no-effect control and ±100 the full control effect; nearly all actives have a fitted effect of over 75% in size; some results filed as inactive show a strong effect at the top dose
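MLSMR compounds (23 nl, pin-transferred) preincubated 10 min at room temperature with a 500nM (2x) first reagent, then RGS4 at 900nM (2x) plus Transcreener GDP mix added; fluorescence polarization (620/688 nm) read before and after 90 min at 30 °C.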
PI4K2A inh: qHTS for small molecular inhibitors of PI4K2A; Phosphatidylinositol 4-kinase type 2-alpha (Homo sapiens), Q9BTU6; purified PI4K2A, ADP-Glo luminescence, 1 h; active compounds read low; activity change, negative = inhibition, % at 76.9 µM; hit rate 0.13% among 420,000; AID 1346378, 2018; in the data active means activity change below about -50%; inconclusive means mostly about -30% to -49%;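 further: -100% = wells without enzyme as full effect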
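Compounds are screened against recombinant PI4K2A using PI as substrate and ATP, the latter dispensed at 300 microM. Reactions run one hour at ambient temperature before ADP-Glo detection; full inhibition defined by wells lacking enzyme.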
12-LOX inh: Primary qHTS assay for inhibitors of human arachidonate 12S-lipoxygenase (ALOX12): Round 2 | purified 12hLO, xylenol orange hydroperoxide absorbance | Potency, µM (highest dose often 108 µM), for inactives: at the top dose activity change, negative = inhibition, usual class: inhibitors | hit rate 1.1% among 580,000; further: potency means the concentration at half of the fitted maximal effect; on the % scale 0 is the no-effect control and ±100 the full control effect
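Hydroperoxide product was detected by ferrous iron/xylenol orange as the 573 to 405 nm absorbance ratio. Arachidonic acid at 40 uM (final) was turned over for 30 min at room temperature by 150 nM human 12hLO, pH 7.0 Hepes buffer, after 15 min compound preincubation.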
GLS inh: qHTS for Inhibitors of Glutaminase (GLS) | Glutaminase kidney isoform, mitochondrial (Homo sapiens), O94925 | GLS enzymatic activity, qHTS titration | Potency, µM (top dose mostly 45.5 µM), without a hit: at the top dose activity change, negative = inhibition, actives largely listed as inhibitors | hit rate 0.21% among 410,000 | AID 624170, 2012; further: potency means the concentration at half of the fitted maximal effect; on the % scale 0 is the no-effect control and ±100 the full control effect
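hKGA in 45 mM KH2PO4 (pH 8.2), 0.02% Tween-20 with compound, then 1mM L-Glutamine (stock as added) plus glutamate oxidase/HRP/Amplex red coupling mix. Fluorescence read initially and after 30 min at RT; signal change reflects glutamate formation.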
JMJD2A Tudor: qHTS Assay for Inhibitors of JMJD2A-Tudor Domain; Lysine-specific demethylase 4A (Homo sapiens), O75164; AlphaScreen JMJD2A-Tudor / H3K4me3 peptide binding; Potency, µM (series often up to 114 µM), inactives show top-dose activity change, negative = inhibition, actives largely listed as inhibitors; hit rate 4.4% among 390,000; further: potency means the concentration at half of the fitted maximal effect; on the % scale 0 is the no-effect control and ±100 the full control effect; nearly all actives have a fitted effect of over 50% in size
Target sequence (O75164 whole entry, looked up, the tested form may be a part): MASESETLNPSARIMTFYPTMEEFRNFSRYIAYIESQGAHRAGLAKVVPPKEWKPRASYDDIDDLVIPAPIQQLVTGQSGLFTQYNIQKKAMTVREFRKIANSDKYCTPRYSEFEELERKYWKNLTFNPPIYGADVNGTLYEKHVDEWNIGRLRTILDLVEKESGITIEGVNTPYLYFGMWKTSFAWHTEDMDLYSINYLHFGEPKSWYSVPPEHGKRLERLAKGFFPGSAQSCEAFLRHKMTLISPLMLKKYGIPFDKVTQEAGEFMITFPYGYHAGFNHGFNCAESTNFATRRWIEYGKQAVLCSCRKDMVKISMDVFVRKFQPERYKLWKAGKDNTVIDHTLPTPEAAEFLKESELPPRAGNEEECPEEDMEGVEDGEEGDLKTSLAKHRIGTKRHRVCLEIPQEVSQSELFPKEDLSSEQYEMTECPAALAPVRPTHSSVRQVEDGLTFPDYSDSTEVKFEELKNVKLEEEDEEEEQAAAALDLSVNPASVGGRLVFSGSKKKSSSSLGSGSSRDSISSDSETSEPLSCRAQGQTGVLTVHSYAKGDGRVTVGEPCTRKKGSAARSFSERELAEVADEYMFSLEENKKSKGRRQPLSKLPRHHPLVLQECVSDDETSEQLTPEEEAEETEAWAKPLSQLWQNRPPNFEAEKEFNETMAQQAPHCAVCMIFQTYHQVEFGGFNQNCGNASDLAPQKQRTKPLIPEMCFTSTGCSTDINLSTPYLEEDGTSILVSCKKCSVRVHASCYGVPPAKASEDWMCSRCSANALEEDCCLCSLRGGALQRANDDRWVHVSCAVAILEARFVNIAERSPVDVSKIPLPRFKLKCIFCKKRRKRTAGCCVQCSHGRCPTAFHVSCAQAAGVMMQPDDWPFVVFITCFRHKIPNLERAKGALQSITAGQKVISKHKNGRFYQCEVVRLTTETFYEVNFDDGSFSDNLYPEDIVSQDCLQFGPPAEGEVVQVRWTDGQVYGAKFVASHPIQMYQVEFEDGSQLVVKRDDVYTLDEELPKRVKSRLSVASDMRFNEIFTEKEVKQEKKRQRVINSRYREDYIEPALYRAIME
ERG Ets-DNA blk: qHTS for Small Molecule Inhibitors of the ERG Ets/DNA interaction. Transcriptional regulator ERG (Homo sapiens), P11308. fluorescence polarization, His-ERG Ets domain / labelled DNA. Potency, µM (titrated, usually from 76.9 µM), for inactives: top-dose FP activity, negative = inhibition, most hits filed as inhibitors. hit rate 0.028% among 370,000. AID 624246, 2012; active means well fitted inhibition curve with a large enough effect in the polarisation, with a control signal flat; inconclusive means small, poorly fitted or top-dose-only effect, or effect the other way, or a change in a side signal; inactive means no such curve, though single readings can be large or run the other way; the % refers to the polarisation;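 further: polarization taken with two DNA probes labelled with fluorescein and Texas red; potency means the concentration at half of the fitted maximal effect; % of control where 0% means no effect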
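His-tagged ERG Ets domain (1 uM in the protein solution; 300mM KCl, 50mM Tris-HCl, 1mM EDTA, 1mM DTT, pH 7.5) received compound, then a probe mix of 5 nM fluorescein-DNA and 100nM Texas-615-DNA. Fluorescence polarization was read for both dyes.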
HP1b chromo inh: HTS for Inhibitors of HP1-beta Chromodomain Interactions with Methylated Histone Tails. Potency, µM (doses to about 114 µM), for inactives: at the highest dose activity change, negative = inhibition, actives largely listed as inhibitors. Chromobox protein homolog 1 (Homo sapiens), P83916. hit rate 0.56% among 390,000. AID 540317, 2011. AlphaScreen HP1-beta / biotin-H3K9me3 peptide binding; further: potency means the concentration at half of the fitted maximal effect; nearly all actives have a fitted effect of over 70% in size; inactives centre near 23
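Compound inhibition of the preformed complex between 50 nM HP1-beta and 50 nM biotinylated H3K9me3 peptide was read by AlphaScreen. Buffer was PBS pH 7.4 with 0.01% Tween-20. Incubations ran 30 min at room temperature, with 10 ug/mL donor/acceptor beads.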
G9a block: qHTS Assay for Inhibitors of Histone Lysine Methyltransferase G9a | Histone-lysine N-methyltransferase EHMT2 (Homo sapiens), Q96KQ7 | AID 504332, 2011 | hit rate 8.8% among 350,000 | G9a H3K9 monomethylation, AlphaScreen, 2 h | Potency, µM (doses to about 102 µM), for inactives: top-dose activity, negative = inhibition, hits mostly inhibitors; further: potency means the concentration at half of the fitted maximal effect; on the % scale 0 is the no-effect control and ±100 the full control effect; nearly all actives have a fitted effect of over 75% in size
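G9a (20 nM) preincubated 15 min RT with compounds, then 500 nM biotinylated H3K9 peptide and 20 uM SAM added; 2 h RT reaction. Monomethyl-H3K9 product detected by AlphaScreen with anti-H3K9me1 antibody, streptavidin donor and anti-rabbit IgG acceptor beads.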
BAZ2B inh: qHTS Assay for Inhibitors of BAZ2B. Potency, µM (series often up to 114 µM), for the others: at the top dose activity change, negative = inhibition, usual class: inhibitors. AlphaScreen BAZ2B-H3K14Ac peptide displacement. Bromodomain adjacent to zinc finger domain protein 2B (Homo sapiens), Q9UIF8. AID 504333, 2011. hit rate 4.4% among 360,000; further: potency means the concentration at half of the fitted maximal effect; on the % scale 0 is the no-effect control and ±100 the full control effect; nearly all actives have a fitted effect of over 60% in size
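Multi-concentration screen (max 110 uM) measuring displacement of acetylated histone H3 peptide from BAZ2B by AlphaScreen, using 50 nM protein, 50 nM peptide and 10 ug/mL streptavidin donor plus Ni-chelate acceptor beads.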
Starred values were filed as active, the others as inactive; ? = inconclusive; . = not tested or not shown; [ ] = remark or other dose. Unless noted, the call rests on the fitted dose curve; in most records, active means well fitted curve in the direction sought with a large enough effect; inconclusive means small, poorly fitted or top-dose-only effect, or another doubt; inactive means no such curve, though single readings can be large; an effect the other way counts as inactive or inconclusive.

RGS4 inhibitor | PI4K2A inh | 12-LOX inh | GLS inh | JMJD2A Tudor | ERG Ets-DNA blk | HP1b chromo inh | G9a block | BAZ2B inh | canonical_smiles
-16% | -1 | -16% | -5% | -10% | -8% | 36% | 14%[59 µM] | 10% | O=C(Nc1cccc(Cl)c1)c1ccc(F)c(S(=O)(=O)NCc2cccs2)c1
-28% | -7 | 4% | 0% | -27% | -2% | 30% | -8% | ? | Cc1ccc(C)c(N2CCN(S(=O)(=O)c3c(C)[nH]c(C)c3C(=O)N3CCCC3)CC2)c1
1% | 4 | 138%[activator] | -8% | 5% | -5% | 20% | -23%[12.7 µM] | ? | O=C(CCCCn1c(=O)c2ccccc2n(CC(=O)NC2CCCC2)c1=O)NCc1ccco1
6% | -12 | 0% | 7% | -23% | -9% | 32% | -30%[59 µM] | -4% | COc1ccccc1NS(=O)(=O)c1cccc(C(=O)N/N=C(\C)c2ccc(-n3ccnc3)cc2)c1
-15% | 0 | 10% | -6% | -15% | -1% | 16% | 22%[2.33 µM] | 5% | CCN(CC(=O)Nc1c(F)cccc1F)C(=O)c1ccc(C2SCCS2)cc1
-26% | -10 | ? | -3% | -20% | -1% | 38% | 40µM* | -6% | CCCSc1nsc(SCCC)c1C(N)=O
-31% | -6 | 28% | -1% | 12% | 8% | 55%[activator] | 10% | 6% | O=C(Nc1cccc(C(F)(F)F)c1)c1cncs1
-16% | -1 | -5% | 6% | ? | 4% | -10% | 9%[59 µM] | ? | COc1ccc(CNC(=O)COC(=O)[C@H](Cc2c[nH]c3ccccc23)NC(=O)c2cccs2)cc1
-4% | -10 | -8% | 1% | -12% | 15% | 38% | 20% | 0% | C=CCN1C(=O)C(CC(=O)O)SC1=Nc1ccc(C)cc1 (stereo not drawn)
31% | 1 | -2% | -18% | -19% | -2% | 12% | -36%[59 µM] | -17% | CC(C)c1ccc(N2C(=O)CSC23C(=O)N(Cc2cccc(F)c2)c2ccccc23)cc1 (stereo not drawn)

Records listed so far marked active in G9a block:
RGS4 inhibitor | PI4K2A inh | 12-LOX inh | GLS inh | JMJD2A Tudor | ERG Ets-DNA blk | HP1b chromo inh | G9a block | BAZ2B inh | canonical_smiles
-26% | -10 | ? | -3% | -20% | -1% | 38% | 40µM* | -6% | CCCSc1nsc(SCCC)c1C(N)=O

Returning to the listing with the 2 entries that preceded the break.
RGS4 inhibitor | PI4K2A inh | 12-LOX inh | GLS inh | JMJD2A Tudor | ERG Ets-DNA blk | HP1b chromo inh | G9a block | BAZ2B inh | canonical_smiles
-4% | -10 | -8% | 1% | -12% | 15% | 38% | 20% | 0% | C=CCN1C(=O)C(CC(=O)O)SC1=Nc1ccc(C)cc1 (stereo not drawn)
31% | 1 | -2% | -18% | -19% | -2% | 12% | -36%[59 µM] | -17% | CC(C)c1ccc(N2C(=O)CSC23C(=O)N(Cc2cccc(F)c2)c2ccccc23)cc1 (stereo not drawn)
6% | 1 | 19% | 4% | -13% | . | 6% | 4%[59 µM] | 0% | COc1cccc(C(O)c2cnc(C(C)C)n2C)c1OC (stereo not drawn)
2% | 3 | -18% | -6% | ? | -9% | 27% | -11%[2.33 µM] | -3% | O=C(NCc1ccccc1CN1CCCCC1)c1ccccc1N1CCCC1=O
-39% | 2 | -11% | -3% | -17% | 14% | 42%[activator] | -50%[2.33 µM] | ? | Cc1cc(Br)ccc1N=C1C(=O)Nc2ccccc21
7% | 2 | 0% | 1% | -15% | -3% | 21% | -45%[59 µM] | 5% | Cc1noc(C)c1C(=O)N1CCc2ccccc21
-4% | 4 | 39%[activator] | -1% | -10% | 2% | 39% | -30% | -24% | COc1ccc(NC(=O)Nc2cccnc2)c(OC)c1
9% | -9 | -5% | 0% | 7% | -8% | 34% | 4% | -2% | CCCCC(=O)Nc1cccc(NC(=O)C(C)C)c1
-28% | 3 | 293%[activator] | 4% | 6% | 5% | 18% | 10%[59 µM] | -2% | CC1CCC2(CC1)SCC(=O)N2c1ccc(F)cc1 (stereo not drawn)
8% | 3 | 29% | 2% | -4% | 3% | 31% | ? | -29% | CCn1c(=NC(=O)CN2C(=O)CCC2=O)sc2c(OC)ccc(OC)c21
-12% | 3 | -2% | -6% | -16% | 4% | 22% | 15%[59 µM] | -1% | COC(=O)CNC(c1ccccc1Cl)c1cc(Br)ccc1NS(=O)(=O)c1ccc(C)cc1 (stereo not drawn)
-5% | -7 | -27% | 0% | -6% | 8% | 5% | -9%[59 µM] | -24% | COc1ccc(CCN2CC(C(=O)NCCN3CCNC3=O)CCC2=O)cc1 (stereo not drawn)
7% | 2 | -1% | 11% | -3% | -9% | 28% | 12% | -2% | Cc1ccc(NC(=O)NN(C)c2c(Cl)c(Cl)nn2C)cc1
9% | -7 | ? | -19% | 50µM* | 2% | -21% | 5%[59 µM] | 50µM* | CC(C)(C)c1ccc(-c2nc(SCCCOc3ccccc3)n3[nH]c(=O)cc3n2)cc1
-12% | -5 | -4% | 7% | -22% | -5% | 21%[57 µM] | -6%[59 µM] | -15% | Cc1ccc(CNC(=O)c2cc(S(=O)(=O)N3CCCC(C)C3)cn2C)cc1 (stereo not drawn)
-18% | -55* | -25% | ? | -12% | 4% | 25% | -9%[12.7 µM] | ? | COc1cc(-c2nnc(SCC(=O)Nc3ccc4c(c3)OCCO4)o2)cc(OC)c1OC
-52% | 2 | -1% | -1% | -6% | -6% | 16% | 14%[59 µM] | . | O=S(=O)(c1cccc2cccnc12)N1CCN(Cc2ccc3c(c2)OCO3)CC1
12% | 2 | -4% | 4% | -3% | -11% | 18% | -12%[59 µM] | -4% | COc1ccc(S(=O)(=O)N2CCOCC2)cc1NC(=O)c1ccc(Cl)cc1
6% | 1 | 34% | 3% | ? | -4% | 6% | -14%[59 µM] | 3% | CC(C)C(=O)NNS(=O)(=O)c1ccccc1[N+](=O)[O-]
18% | -1 | 6% | 2% | -5% | 5% | 32% | 7%[59 µM] | 0% | O=C(Cn1ncc2c3ccccc3n(Cc3ccccc3F)c2c1=O)NCCc1ccc(Cl)cc1
-4% | -2 | -21% | 3% | -12% | ? | 3% | 1% | -11% | CCCn1c(=N)n(CC(O)COc2ccc(C)cc2)c2ccccc21 (stereo not drawn)
27% | 3 | 0% | 8% | -1% | 3% | 11% | 10%[59 µM] | -10% | Cc1ccc(N(C(=O)CCC(=O)Nc2cc(C)on2)C(C(=O)NC2CCCC2)c2cccs2)cc1 (stereo not drawn)
-22% | 1 | -9% | 3% | -9% | -3% | 42%[activator] | ? | -1% | COc1cc(-c2noc(-c3ccc(N4CCOCC4)c([N+](=O)[O-])c3)n2)cc(OC)c1OC
-27% | -2 | 0% | 0% | -11% | 4% | 22% | -11%[12.7 µM] | -31% | O=C(c1ccco1)N1N=C(c2ccc(Br)cc2)CC1c1ccco1 (stereo not drawn)
5% | 1 | -2% | 6% | ? | -3% | 5% | 20µM* | -5% | COC(=O)C1Cc2c([nH]c3ccccc23)C(C)N1 (stereo not drawn)
? | 1 | ? | -16% | -11% | 8% | ? | 10µM* | -20% | COc1ccccc1Cc1nnc(NC(=O)C2CCN(C(=O)c3ccco3)CC2)s1
2% | -3 | 1% | -5% | -2% | 4% | 77%[activator] | . | -2% | S=C(NC12CC3CC(CC(C3)C1)C2)N1CCOCC1
28% | -4 | 225%[activator] | 0% | -15% | 4% | 18% | 29%[12.7 µM] | -1% | O=C(NCCCc1ccccc1)c1cccc(S(=O)(=O)N2CCOCC2)c1
12% | 1 | -2% | 10% | 1% | -6% | 44%[activator] | 16% | -12% | CCOc1ccc(NC(=O)N2CCCC2C(=O)NCC2CCCO2)cc1 (stereo not drawn)
-9% | 3 | ? | -23% | 4µM* | 1% | 7% | 1µM* | 0% | COc1ccc(-c2n[nH]c(=S)n2CC(C)C)cc1
-16% | -5 | ? | 9% | -32% | -1% | -21% | ? | -33% | Fc1ccc(C2=Nc3cccc4cccc(c34)N2)cc1
6% | -7 | -1% | 4% | 47%[activator] | -11% | 104%[activator] | 40%[activator][59 µM] | 17% | Cc1cc2ccccn2c1C(=O)c1ccc(F)cc1
-10%[56.9 µM] | -4 | 5% | -4% | -8% | -8% | 63%[activator] | ? | -13%[57.1 µM] | CC(C)Oc1ccc(CCNC(=O)C2CCC(=O)N(C3CCCCCC3)C2)cc1 (stereo not drawn)
-10% | 1 | ? | -1% | 3% | -2% | 19% | -24% | 8% | Cc1ccc(C(CNS(=O)(=O)c2ccc(F)cc2)N2CCN(C)CC2)cc1 (stereo not drawn)
-18% | -1 | ? | -6% | -34% | 5% | 12% | ? | ? | CN1CCN(CC(=O)Nc2nc(-c3c[nH]c4ccccc34)cs2)CC1

This is a subset, so the mix of outcomes need not match the whole.
